HDAC3 inhib: human HDAC3 inhibition; AID 2718; inhibition, % at 8.3 µM; 320,000 tested, 0.15% active; recombinant HDAC3, fluorogenic peptide/trypsin coupled, fluorescence; in the data active means inhibition above about 26%, passing the limit was not always enough; inconclusive means no clear call, values can overlap the other calls
DYRK1A inh: Dyrk1A (rat) kinase inhibition. Q63470. ADP-Glo luminescence, NFATc1 peptide. inhibition, % at 12.5 µM. 310,000 tested, 0.43% active. AID 504441; in the data active means inhibition above about 50%;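 further: plate controls were vehicle with enzyme for no effect and no enzyme for full effect; many of its hits are not listed in these tables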
HSF1 activator: increases HSF-1 driven luciferase reporter signal; 300,000 tested, 1.7% active; activation, % at 9 µM; NIH3T3-HGL HSF-1 luciferase reporter, MG132, 8 h; 100% = twice DMSO control signal; AID 504408;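 active means mean replicate activation of at least 50% with a set share of replicates each reaching 50%; inconclusive means only one of those two conditions met; inactive means mean below 50% and too few replicates reaching it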;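 further: 0% = median of the neutral control wells and 100% = twice that signal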
PolyA inhibitor: inhibitors of polyadenylation in S. cerevisiae; S. cerevisiae SKY197-pL101 polyadenylation reporter, beta-gal luminescence; efflux-impaired pdr1/pdr3 knockout yeast; score 100 = 6 SD above DMSO; calls only at 12 µM; 300,000 tested, 0.02% active;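 active means lowest replicate activity score at least 50, where 100 means six control SD above control mean; inconclusive means lowest score under 50 but half or more replicates reach 50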;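 further: yeast exposed to compound for 9 h at 30 °C; higher score means more reporter readthrough which indicates perturbed polyadenylation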
AI-2 QS mod: modulators of Vibrio harveyi AI-2 quorum sensing system; Vibrio harveyi JMH597 AI-2 luminescence/OD600 ratio, 9 h; hits give low values; strain lacks LuxN and CqsS sensors; 0 = neutral-control median; activity change, % at 7.5 µM; 300,000 tested, 0.4% active; in the data active means activity change below about -75%, passing the limit was not always enough; inconclusive means no clear call, values can overlap the other calls;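 further: luminescence divided by OD600 gain over 9 h not by final OD600 alone; inactives centre near 13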
GSK3B inh: human GSK3beta kinase inhibition; P49841; GST-GSK3beta kinase, ADP-Glo luminescence, 60 min; hits give low values; activity score (negative = inhibition), % at 10 µM; 300,000 tested, 0.038% active;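 active means more than half of replicate wells score below -50%, meaning over 50% inhibition versus plate controls; inconclusive means some replicates but at most half score below -50%; inactive means no replicate scores below -50%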;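 further: 0% = median DMSO wells and -100% = median GW8510 positive control wells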
Target sequence (P49841 whole entry, looked up): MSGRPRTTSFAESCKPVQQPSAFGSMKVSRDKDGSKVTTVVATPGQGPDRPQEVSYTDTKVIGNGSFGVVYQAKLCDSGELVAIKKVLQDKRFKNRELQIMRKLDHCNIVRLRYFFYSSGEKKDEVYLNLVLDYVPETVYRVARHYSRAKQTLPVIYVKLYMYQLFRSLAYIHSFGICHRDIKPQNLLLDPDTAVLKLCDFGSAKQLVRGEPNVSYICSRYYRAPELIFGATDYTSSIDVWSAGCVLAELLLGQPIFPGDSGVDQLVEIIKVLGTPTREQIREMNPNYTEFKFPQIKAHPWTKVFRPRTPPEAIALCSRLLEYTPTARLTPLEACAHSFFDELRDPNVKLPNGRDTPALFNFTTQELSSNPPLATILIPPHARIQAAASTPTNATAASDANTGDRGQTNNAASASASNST
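Assay system: GST-fused GSK3beta enzyme, cell-free / Medium: Tris pH 7.5 buffer with MgCl2, DTT, BSA, heparin / Also added: peptide substrate plus 25 µM ATP (final) / Compound: 10 µM single point / Timing: kinase reaction with compound 60 min at room temperature / Detection: ADP-Glo luminescence / Benchmarks: DMSO neutral wells and GW8510 at 20 µM as positive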
GSK3 alpha inh: blocks human GSK-3 alpha kinase | AID 2650 | ADP-Glo luminescence, 60 min | P49840 | 320,000 tested, 0.1% active | inhibition, % at 10 µM;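 in the data active means inhibition above about 50%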;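 further: GST-tagged GSK-3 alpha with peptide substrate and 25 µM ATP; 0% = DMSO neutral wells and 100% = GW8510 positive control wells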
Target sequence (P49840 whole entry, looked up): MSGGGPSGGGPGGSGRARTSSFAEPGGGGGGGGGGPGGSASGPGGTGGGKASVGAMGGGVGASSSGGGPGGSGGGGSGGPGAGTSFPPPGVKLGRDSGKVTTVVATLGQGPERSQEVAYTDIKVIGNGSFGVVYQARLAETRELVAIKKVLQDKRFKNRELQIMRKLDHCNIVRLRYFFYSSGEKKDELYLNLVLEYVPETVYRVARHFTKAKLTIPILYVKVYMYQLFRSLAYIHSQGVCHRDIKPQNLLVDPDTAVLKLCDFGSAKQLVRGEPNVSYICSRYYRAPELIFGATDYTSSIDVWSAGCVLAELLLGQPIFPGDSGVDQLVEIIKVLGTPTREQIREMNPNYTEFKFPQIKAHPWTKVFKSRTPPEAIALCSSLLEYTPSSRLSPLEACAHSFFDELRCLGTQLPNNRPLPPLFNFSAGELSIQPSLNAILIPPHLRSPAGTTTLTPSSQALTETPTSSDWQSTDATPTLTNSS
HSF1 inhib: HSF1 inhibition; NIH3T3-HGL HSE-luciferase, MG132-induced, luminescence 8 h; hits give low values; activity change, negative = inhibition, % at 7.5 µM (by protocol); 300,000 tested, 0.77% active; AID 2098;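 active means more than half of replicate wells show activity change below -50%, luminescence cut by over half; inconclusive means some wells, but at most half, below -50%; inactive means no replicate well below -50%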;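 further: luciferase reports HSF-1 transcriptional activity via heat shock element; 0% = median of DMSO wells and -100% = zero luminescence signal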
HSP90 inh: blocks HSP90-mediated luciferase refolding in reticulocyte lysate; inhibition, % at 5.6 µM; Rabbit reticulocyte lysate, luciferase refolding luminescence, 3 h; AID 1789; 290,000 tested, 0.91% active;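 active means inhibition above the screen-wide mean plus 3 SD, computed separately per campaign, cut at about 16% in these data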;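 further: 0% = DMSO wells and 100% = 60 µM geldanamycin wells; inhibitors lower the luminescence because luciferase stays unfolded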
Platelet DG rel: modulates dense granule release in human platelets. human platelet-rich plasma, SFLLRN dense granule ATP release, luminescence. inhibition, %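 (compounds screened at 7.5 µM in platelet-rich plasma)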. 300,000 tested, 0.22% active. AID 1663;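 active means mean replicate score, as percent of positive control, at or above 50; inconclusive means mean below 50 but at least one replicate at or above 50; inactive means mean and every replicate below 50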
Starred values were filed as active, the others as inactive; i = inactive; ? = inconclusive; / = no result given.

HDAC3 inhib	DYRK1A inh	HSF1 activator	PolyA inhibitor	Molecule	AI-2 QS mod	GSK3B inh	GSK3 alpha inh	HSF1 inhib	HSP90 inh	Platelet DG rel
-11.0	-7.1	-7.3	i	CCCN(CCC)S(=O)(=O)c1ccc(C(=O)Nc2nc(-c3ccccc3)c(C(=O)OCC)s2)cc1	27.7	2.4	0.9	-4.3	4.4	-15.3
2.7	2.2	6.6	i	COc1ccc(NC(=O)CC2C(=O)N(c3cccc(OC)c3)C(=O)N2Cc2ccco2)cc1 (stereo not given)	-2.8	0.5	-2.2	3.3	-2.6	3.5
1.3	/	-3.8	i	S=C(NCc1ccco1)NC1CCCc2ccccc21 (stereo not given)	18.2	1.7	-7.7	4.7	1.3	-1.8
/	-9.0	31.2	i	COCCn1c(SCC(=O)N2CCC(C)CC2)nc2c(c1=O)SCC2	16.4	-0.4	1.1	-1.9	4.0	-7.3
0.0	2.0	2.2	i	CC(C)Cn1cc(C(=O)NCCCN2CCC(C)CC2)c2c3ccccc3n(C)c2c1=O	24.7	1.1	-1.3	-1.4	/	-4.1
/	2.1	7.6	i	O=C1/C(=C/c2cccc(F)c2)CSc2sccc21	6.3	0.4	/	0.5	-0.7	1.4
-2.3	2.3	0.2	i	O=C(O)c1cn(Cc2ccccc2)nc1-c1cccnc1	16.3	5.0	-3.8	-6.9	-0.7	0.1
1.1	2.8	10.6	i	O=C(CCCN1CCC(c2ccccc2)C1)c1ccc2c(c1)OCCO2 (stereo not given)	11.4	1.3	-5.4	0.2	-2.3	17.5
6.0	-1.4	-2.1	i	CC1(C)CC(=O)C(CC(=O)NC(=O)NCc2ccccc2)=C(O)C1	13.2	0.1	-0.2	7.0	0.1	-1.5
2.2	-1.9	-1.6	i	CCOC(CNC(=O)CCc1c(C)nc2nc(C)nn2c1C)OCC	16.3	-2.4	0.2	-10.9	1.0	0.9

Ordered by count of non-hydrogen atoms (largest number first): some entries from above
HDAC3 inhib	DYRK1A inh	HSF1 activator	PolyA inhibitor	Molecule	AI-2 QS mod	GSK3B inh	GSK3 alpha inh	HSF1 inhib	HSP90 inh	Platelet DG rel
2.7	2.2	6.6	i	COc1ccc(NC(=O)CC2C(=O)N(c3cccc(OC)c3)C(=O)N2Cc2ccco2)cc1 (stereo not given)	-2.8	0.5	-2.2	3.3	-2.6	3.5
0.0	2.0	2.2	i	CC(C)Cn1cc(C(=O)NCCCN2CCC(C)CC2)c2c3ccccc3n(C)c2c1=O	24.7	1.1	-1.3	-1.4	/	-4.1
1.1	2.8	10.6	i	O=C(CCCN1CCC(c2ccccc2)C1)c1ccc2c(c1)OCCO2 (stereo not given)	11.4	1.3	-5.4	0.2	-2.3	17.5

Whole records, quoted from the list:
Entry for CCOC(CNC(=O)CCc1c(C)nc2nc(C)nn2c1C)OCC : HDAC3 inhib: 2.2; DYRK1A inh: -1.9; HSF1 activator: -1.6; PolyA inhibitor: i; AI-2 QS mod: 16.3; GSK3B inh: -2.4; GSK3 alpha inh: 0.2; HSF1 inhib: -10.9; HSP90 inh: 1.0; Platelet DG rel: 0.9
Entry for O=C(CCCN1CCC(c2ccccc2)C1)c1ccc2c(c1)OCCO2 (stereo not given) : HDAC3 inhib: 1.1; DYRK1A inh: 2.8; HSF1 activator: 10.6; PolyA inhibitor: i; AI-2 QS mod: 11.4; GSK3B inh: 1.3; GSK3 alpha inh: -5.4; HSF1 inhib: 0.2; HSP90 inh: -2.3; Platelet DG rel: 17.5

Later entries
HDAC3 inhib	DYRK1A inh	HSF1 activator	PolyA inhibitor	Molecule	AI-2 QS mod	GSK3B inh	GSK3 alpha inh	HSF1 inhib	HSP90 inh	Platelet DG rel
-0.8	3.2	23.7	i	COc1ccc(/C(N)=N/OC(=O)CCC2CCCC2)cc1	15.6	3.4	-3.3	-2.5	-7.3	4.6
1.7	0.0	16.7	i	Cc1ccc(S(=O)(=O)Nc2cc(C)cn(Cc3ccc(F)cc3)c2=O)cc1	29.1	-0.9	-0.8	8.1	0.5	-4.9
-6.1	7.7	-9.0	i	Cc1ccc2c(c1)NC(=O)C(CC(=O)NCCCN1CCCCC1C)O2 (stereo not given)	10.3	11.6	/	-1.7	-1.1	9.0
-3.0	24.8	14.3	i	COc1ccc2nc(SCC(=O)NCc3ccc4c(c3)OCO4)[nH]c2c1	27.4	0.3	3.2	-2.2	-1.0	-2.6
1.8	-14.6	19.1	i	CC(=O)NCCC(=O)Nc1ccc(F)cc1C	10.6	1.1	-0.7	-4.8	0.1	-6.3
2.9	-1.8	-4.1	i	O=C(CCC1(C(=O)O)CCC(=O)NC1)NCc1ccccc1 (stereo not given)	-1.0	1.3	-1.4	-2.5	-1.1	-4.7
-2.7	/	-14.7	i	CCC(=O)Nc1ccc(N2CCOCC2)c(S(=O)(=O)Nc2ccc(OC)cc2)c1	/	/	-1.5	-9.0	0.5	4.6
0.5	-3.0	14.1	i	Cc1c(C2C(C#N)=C(N)N(c3ccccc3C#N)C3=C2C(=O)CCC3)cnn1C (stereo not given)	8.5	0.7	-3.0	-1.4	-0.6	-21.4
-8.5	5.3	-7.8	i	CC(C)CN(Cc1c(O)ccc2c3c(c(=O)oc12)CCC3)CC(C)C	27.2	3.8	-1.0	0.4	0.6	-1.1
/	-3.1	-6.3	i	c1csc(C(c2nnnn2C2CCCCC2)N2CCN(c3nc4ccccc4s3)CC2)c1 (stereo not given)	24.7	0.7	/	-2.2	0.4	-0.9
2.3	1.5	0.3	i	COc1ccc(C)cc1S(=O)(=O)N1CCCC(C(=O)NCC2CCCO2)C1 (stereo not given)	13.8	-1.4	-1.0	-2.5	-0.7	8.9
0.9	4.5	0.6	i	COCc1cc(C)nc2sc(C(=O)N3CCN(c4ccccc4)CC3)c(N)c12	9.0	3.0	5.0	12.1	0.0	-19.4
-11.5	-4.6	13.9	i	C=C(C)c1cccc(C(C)(C)NC(=O)N2CCC(C)CC2)c1	1.3	4.4	0.0	-5.7	1.0	-1.5
-1.9	0.7	-5.1	i	C[C@]12C(=O)N(c3ccc(C(F)(F)F)cc3)C(=O)N1[C@@H]1c3ccccc3OC[C@@H]1[C@H]2c1ccccc1	15.1	0.7	3.5	3.7	5.6	0.9
2.5	-5.6	13.8	i	CSc1nsc(NC(=O)Cc2ccccc2)n1	10.2	1.8	-5.1	2.7	-3.0	-3.1
4.8	-1.5	277.6*	i	COc1cccc(C(C[N+](=O)[O-])c2c(C)[nH]n(-c3ccccc3)c2=O)c1 (stereo not given)	?	-11.6	28.9	213.6	42.1*	16.7
12.3	-8.1	8.3	i	CCOc1ccc(N2C(=O)C(CC(=O)Nc3ccc(F)cc3)N(Cc3ccccn3)C2=S)cc1 (stereo not given)	1.3	-0.3	-3.2	3.0	0.7	-1.2
0.1	-4.3	7.4	i	COc1ccc(CCNc2nc(-c3ccco3)cc(C(F)(F)F)n2)cc1OC	25.7	1.4	/	5.4	-3.8	-2.4
-0.2	-4.0	7.1	i	Cc1ccc(C(=O)NCC(=O)N/N=C/c2cccs2)cc1C	1.1	1.0	2.2	-1.3	-5.7	5.8
-5.6	-3.7	/	i	Cc1cc(/C=C2\C(=N)N3N=C(S(C)(=O)=O)SC3=NC2=O)c(C)n1Cc1ccccc1	-2.8	-1.7	-4.8	/	-0.5	-2.3
0.7	2.8	16.0	i	CCOC(=O)Cc1csc(N/N=C\c2cccc(Br)c2)n1	23.4	-1.2	-0.6	-2.4	0.9	4.8
-1.0	5.5	14.5	i	COc1cccc(/C=N/NC(=O)c2[nH]nc3c2CCc2ccccc2-3)c1O	-4.3	-0.2	-0.6	-0.4	5.9	3.7
4.1	2.2	0.7	i	C/C(=N\Nc1nc(-c2ccc(C)cc2C)cs1)c1cc2ccccc2oc1=O	21.4	-1.6	3.3	3.9	-2.0	2.2
4.6	-5.0	-16.2	i	Cc1ccc(N2CC(C(=O)N3CCN(Cc4ccc5c(c4)OCO5)CC3)CC2=O)cc1 (stereo not given)	14.6	2.6	-0.8	6.4	-1.6	8.1
-4.0	/	23.8	i	O=S(=O)(NCCc1ccccc1)c1cccc(S(=O)(=O)N2CCOCC2)c1	35.1	0.8	-0.2	8.7	-2.8	0.9
8.0	-7.9	24.2	i	COc1ccc(CCNS(=O)(=O)c2ccc3c(c2)CCN3C(=O)C2CC2)cc1OC	31.2	0.9	-2.9	11.4	-2.1	-0.7
-6.3	-4.3	6.6	i	CC(=O)c1cccc(NC(=O)CCc2nnc3ccc(N4CCOCC4)nn23)c1	3.9	-0.4	3.7	2.9	-3.5	-3.8
-0.2	/	-3.5	i	COCCCNC(=S)NNC(=S)NCCCOC	4.0	-3.3	-3.5	-4.9	3.6	-4.8
-2.9	5.5	19.5	i	Cn1cnnc1SCC(=O)NCCc1ccc(Cl)cc1Cl	12.3	-0.1	-4.0	-1.2	2.1	-1.5
-14.6	5.9	-1.5	i	O=C(c1cccn2c(=O)c3cc(Cl)ccc3nc12)N1CCOCC1	15.1	-1.5	2.2	-3.3	-2.0	7.5

Pulled by compound from the list above:
HDAC3 inhib	DYRK1A inh	HSF1 activator	PolyA inhibitor	Molecule	AI-2 QS mod	GSK3B inh	GSK3 alpha inh	HSF1 inhib	HSP90 inh	Platelet DG rel
-6.3	-4.3	6.6	i	CC(=O)c1cccc(NC(=O)CCc2nnc3ccc(N4CCOCC4)nn23)c1	3.9	-0.4	3.7	2.9	-3.5	-3.8
-2.9	5.5	19.5	i	Cn1cnnc1SCC(=O)NCCc1ccc(Cl)cc1Cl	12.3	-0.1	-4.0	-1.2	2.1	-1.5

More entries.
HDAC3 inhib	DYRK1A inh	HSF1 activator	PolyA inhibitor	Molecule	AI-2 QS mod	GSK3B inh	GSK3 alpha inh	HSF1 inhib	HSP90 inh	Platelet DG rel
-2.4	/	3.4	i	CN(C)NC(=S)NC1(C)CCS(=O)(=O)C1 (stereo not given)	4.8	-0.2	-4.4	-5.4	1.4	4.5
8.7	-9.4	11.2	i	CC(C)N(C(=O)CSc1nnc(-c2cc3ccccc3cc2O)n1Cc1ccco1)C(C)C	2.2	-0.1	1.7	-5.0	1.8	-2.2
-1.6	10.0	-3.4	i	COc1ccc(CCNC(=O)C2CCCN2C(=O)Nc2ccc(C)cc2)cc1OC (stereo not given)	19.9	-4.4	/	-13.9	-1.6	-19.3
-2.4	-2.2	24.5	i	O=C(O)c1ccc(N2C(=O)c3cccnc3C2=O)cc1	13.6	2.8	-6.2	-1.1	-1.4	3.8

Only part of the results is shown, so the mix of outcomes need not match the whole.
